Source: PubChem BioAssay
KCC2 mod = modulates chloride dependent transport by human KCC2; KCC2 cells, thallium flux FluoZin-2 fluorescence; AID 1456; 2.2% of 190,000 active; Q9H2X9; B-score of Tl+ flux slope (higher = more flux/activation; lower = inhibition) at 10 µM;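 active = thallium flux slope and its plate-corrected score both differing from the plate sample mean at a set confidence after two filtering rounds, in either direction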;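 note: slope of fluorescence scaled to starting intensity during 10 to 20 s after thallium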
hK5 inh = inhibitors of human kallikrein 5; recombinant hK5, fluorogenic AMC substrate cleavage; Q9Y337; 0.59% of 210,000 active; inhibition, % at 5 µM;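 active = inhibition of 40% or more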;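 note: 0% = enzyme controls without compound and 100% = no-enzyme blanks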
TNF death inh = TNF-alpha cell death inhibition in Jurkat FADD-/- cells; AID 463075; activation (protection from cell death), % at 10 µM; 0.068% of 220,000 active; Jurkat FADD-/- TNF necroptosis rescue, ATP luminescence, 24 h; 0 = TNF only, 100 = no-TNF cells;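 active = activation, meaning protection from cell death, of at least 50% relative to plate controls; inactive = activation below 50%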;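 note: necroptosis triggered by 40 ng/mL TNF-alpha added together with compound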
zVAD death inh = blocks zVAD induced death of L929 cells; L929 zVAD necroptosis rescue, ATP luminescence, 24 h; with zVAD 60 µM; viability rescue, % at 10 µM; 0.38% of 220,000 active;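 active = activation, scaled between plate controls, above about 75%, limit read from the data; inactive = activation under that limit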;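 note: 0% = zVAD with DMSO and 100% = DMSO alone without zVAD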
Hck-Nef inh = inhibitors of human Hck kinase activated by Nef; AID 463187; inhibition, % at 20 µM; P08631; Recombinant Hck-YEEI plus Nef, Z-Lyte FRET kinase assay; 0.68% of 220,000 active;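 active = Hck-Nef kinase inhibition above about 50%, limit read from the data; inactive = inhibition below that limit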;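 note: 0% = DMSO with Hck plus Nef and 100% = Hck alone without Nef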
Thrombin inh = thrombin (human) inhibition; alpha-thrombin, Boc-VPR-AMC fluorogenic substrate cleavage; inhibition, % at 5 µM; 0.26% of 220,000 active;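 active = inhibition at or above 40%; inactive = inhibition below 40%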;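 note: 0% = enzyme with no compound and 100% = wells without enzyme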
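Material: human alpha-thrombin protein. Incubation: reaction at ambient temperature. Technique: fluorescence of released AMC, ex 355 nm, em 460 nm. Control set: no-compound enzyme wells and no-enzyme blanks. Also added: Boc-VPR-AMC substrate, 15 µM final. Buffer or medium: pH 7.5 Tris (50 mM) with NaCl 150 mM, Tween 20 0.05%.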
FXIIa inh 1536 = factor XIIa (human) inhibition | P00748 | purified FXIIa, Boc-QGR-AMC fluorogenic substrate, 2 h | inhibition, % at 5 µM | 0.3% of 220,000 active | AID 800; in the data active = inhibition above about 40%;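 note: 0% = enzyme with no compound and 100% = blank without enzyme; many of its hits are not listed in these tables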
FXIa inh 1536 = inhibitors of human coagulation factor XIa | P03951 | purified FXIa, Boc-Glu-Ala-Arg-AMC fluorogenic substrate | inhibition, % at 5 µM | 0.14% of 220,000 active;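 active = inhibition of at least 40%; inactive = inhibition below 40%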;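 note: fluorescence of freed AMC excited at 355 nm; 0% = enzyme without compound and 100% = no enzyme blank; many of its hits are not listed in these tables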
Target sequence (P03951 19-387 limits assumed): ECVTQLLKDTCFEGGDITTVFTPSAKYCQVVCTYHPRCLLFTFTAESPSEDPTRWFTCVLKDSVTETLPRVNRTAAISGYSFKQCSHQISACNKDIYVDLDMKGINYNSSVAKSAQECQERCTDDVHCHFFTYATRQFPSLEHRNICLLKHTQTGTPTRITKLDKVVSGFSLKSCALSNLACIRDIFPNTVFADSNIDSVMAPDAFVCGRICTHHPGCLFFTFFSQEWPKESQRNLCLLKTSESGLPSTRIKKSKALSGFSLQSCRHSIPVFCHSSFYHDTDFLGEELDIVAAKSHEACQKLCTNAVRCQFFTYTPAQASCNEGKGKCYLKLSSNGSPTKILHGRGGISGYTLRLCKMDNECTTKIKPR
Target sequence (P03951 388-625 limits assumed): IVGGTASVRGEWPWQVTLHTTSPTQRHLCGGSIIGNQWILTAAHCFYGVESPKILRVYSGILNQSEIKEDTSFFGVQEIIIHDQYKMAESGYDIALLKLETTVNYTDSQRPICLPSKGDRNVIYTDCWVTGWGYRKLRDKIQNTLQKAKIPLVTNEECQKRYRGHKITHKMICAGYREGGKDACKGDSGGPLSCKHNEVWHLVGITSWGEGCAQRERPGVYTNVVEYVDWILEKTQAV
Rad51 HR inh = blocks human Rad51 in homologous recombination | Q06609 | hRad51 DNA strand exchange, fluorescence dequenching | 0.085% of 200,000 active | inhibition, % at 10 µM;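 active = inhibition above 40% at the single screening dose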;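 note: 0% = DMSO control wells and 100% = blanks with heterologous ssDNA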
Target sequence (Q06609 whole entry, looked up): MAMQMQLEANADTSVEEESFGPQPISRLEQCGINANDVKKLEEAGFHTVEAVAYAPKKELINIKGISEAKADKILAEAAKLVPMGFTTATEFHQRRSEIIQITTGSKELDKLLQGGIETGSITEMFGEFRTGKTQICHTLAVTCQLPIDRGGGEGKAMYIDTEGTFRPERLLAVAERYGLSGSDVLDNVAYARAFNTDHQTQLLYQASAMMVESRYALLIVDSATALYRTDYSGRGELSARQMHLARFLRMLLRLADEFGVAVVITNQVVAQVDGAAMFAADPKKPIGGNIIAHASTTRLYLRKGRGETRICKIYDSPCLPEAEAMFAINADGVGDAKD
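material = hRad51 filaments on single-stranded DNA | timing = filaments 15 min 37 °C, then compound 30 min | signal = FRET fluorescence dequenching, excitation 485 nm, emission 520 nm | benchmarks = control wells and blank wells on each plate | evaluation = percent inhibition relative to plate controls and blanks | compound = 10 µM final, single point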
* hit, by the source's call; · = no result given.

#1 Cc1ccc(-c2ccc(SCC(=O)Nc3nonc3C)nn2)cc1
#2 Cc1ccc(Cn2ccc(NC(=O)c3cc(-c4ccco4)on3)n2)cc1
#3 CC1=C(C)CC(C(=O)NNC(=O)c2csc3c2CCC(C(C)(C)C)C3)C(C(=O)O)C1 (stereo unspecified)
#4 Cc1cc(NC(=O)CCC(=O)N(c2cccnc2)C(C(=O)NC2CCCC2)c2ccccc2)no1 (stereo unspecified)
#5 COc1cc2cc(CN(Cc3cccs3)C(=S)Nc3ccccc3)c(=O)[nH]c2cc1OC
#6 C[N+](C)(C)C/C=C1/COCO1
#7 Cc1ccc(S(=O)(=O)/N=C2/NC(=O)/C(=C/c3ccccn3)S2)cc1
#8 Cc1c(NC(=O)C2(c3ccccc3)CCOCC2)c(=O)n(-c2ccccc2)n1C
entry no.	1	2	3	4	5	6	7	8
KCC2 mod	-5.7*	·	-0.35	-0.78	-0.92	-0.089	-1.5	0.38
hK5 inh	12	-2	-10	-6	-4	-4	5	-27
TNF death inh	-0.6	1.5	1.0	1.5	-3.6	0.1	-1.5	-1.4
zVAD death inh	0.1	16	0.4	1.4	0.4	-0.1	33	0.0
Hck-Nef inh	1	3	3	2	7	0	29	3
Thrombin inh	0	-3	-3	-10	-2	4	2	-3
FXIIa inh 1536	14	10	9	-3	6	13	11	5
FXIa inh 1536	4	5	0	-3	0	8	2	3
Rad51 HR inh	-2	3	-4	3	·	7	-4	2

#9 O=C(O)C1=C[C@@H](C2CCCCC2)C[C@@H](OCCCCO)O1
#10 COc1cc(C2CC(=O)c3c([nH]c(C(=O)OCCOC(C)C)c3C)C2)cc(OC)c1OC (stereo unspecified)
#11 O=C(Nc1ccc(Br)cc1Cl)c1cnccn1
#12 COc1cc(C)nc(Oc2ccc(OCCOc3ccc(C)cc3)nn2)n1
#13 COc1cccc(N2CCN(C(=O)c3ccc(=O)oc3)CC2C)c1 (stereo unspecified)
#14 CC1CCc2c(sc3nc(CSc4nnnn4C)[nH]c(=O)c23)C1 (stereo unspecified)
#15 CC(C)C(NC(=O)OCc1ccccc1)C(=O)NC1CCCCC1 (stereo unspecified)
#16 O=C1CC(c2ccc(F)cc2)CC2=C1C(c1ccc([N+](=O)[O-])o1)Nc1ccccc1N2 (stereo unspecified)
entry no.	9	10	11	12	13	14	15	16
KCC2 mod	0.35	-1.1	0.77	·	0.43	0.18	-0.042	-2.4
hK5 inh	0	1	-15	39	9	2	-12	-6
TNF death inh	-0.2	-6.8	1.7	-0.4	0.5	1.4	0.4	-2.8
zVAD death inh	0.0	0.3	1.9	0.9	0.0	0.1	0.3	0.6
Hck-Nef inh	-63	23	-2	0	1	15	3	7
Thrombin inh	2	-1	-3	8	2	1	1	0
FXIIa inh 1536	6	13	14	16	10	8	7	5
FXIa inh 1536	0	6	-1	0	2	5	1	6
Rad51 HR inh	-6	4	1	2	-8	·	·	19

#17 CCOC(=O)c1sc2nc(C)nc(SCC(=O)N(CC)C3CCS(=O)(=O)C3)c2c1C (stereo unspecified)
#18 Cn1c(Cn2c(=O)sc3ccccc32)nnc1SCC(=O)Nc1ccccc1
#19 CC(=O)c1c(C)oc2c1C(=O)c1ccccc1C2=O
#20 Fc1ccc(-c2nc3ccccc3c3nc4ccccc4n23)cc1
#21 O=C(O)C1CSC2c3ccccc3C(=O)N12 (stereo unspecified)
#22 CCCS(=O)(=O)NCCc1cc2c(OC)ccc(OC)c2[nH]c1=O
#23 CCOC(=O)c1sc(=NC(=O)CCS(=O)(=O)c2ccccc2)n(C)c1C
#24 CC(C)(C)SCCNS(=O)(=O)c1ccc(Cl)cc1
entry no.	17	18	19	20	21	22	23	24
KCC2 mod	0.14	-0.15	0.54	0.01	1.1	-1.6	0.15	-0.55
hK5 inh	-5	-4	-18	5	0	-6	-9	-9
TNF death inh	0.9	1.1	-1.9	1.5	-1.5	0.3	1.5	2.2
zVAD death inh	2.6	2.7	1.4	2.3	0.0	0.0	-0.1	0.0
Hck-Nef inh	21	0	4	5	1	3	8	9
Thrombin inh	0	2	-1	-10	-1	0	2	-2
FXIIa inh 1536	8	14	13	7	11	9	4	2
FXIa inh 1536	-6	8	4	-2	2	4	-3	-4
Rad51 HR inh	-6	-3	·	4	4	·	-11	22

#25 Cc1cc(C)c2c(=O)[nH]c(SCC(=O)N3CCCCC3)nc2n1
#26 CCCNC(=O)Cn1cnc2sc(C(=O)N3CCN(c4ccc(F)cc4)CC3)c(C)c2c1=O
#27 O=C1CCC([N+](=O)[O-])C(c2cccc3ccccc23)N1 (stereo unspecified)
#28 CCS(=O)(=O)N1N=C(c2cccc(NS(C)(=O)=O)c2)CC1c1ccccc1 (stereo unspecified)
#29 O=C(COC(=O)c1ccccc1NC(=O)c1ccccc1)c1cccc([N+](=O)[O-])c1
#30 NC(=O)c1nn(-c2ccc(Cl)cc2Cl)c(=O)cc1O
#31 CC(NC(=O)COC(=O)/C=C/c1ccc(Cl)cc1)c1ccccc1 (stereo unspecified)
#32 C=C1C(C(=O)Nc2ccc(OCC)cc2)C1C(=O)Nc1ccc(OCC)cc1 (stereo unspecified)
entry no.	25	26	27	28	29	30	31	32
KCC2 mod	0.3	-0.44	0.75	-1.6	0.26	·	-0.87	0.34
hK5 inh	-33	5	7	-7	-9	2	-2	4
TNF death inh	-0.8	0.0	0.0	1.2	0.7	-0.3	3.1	1.3
zVAD death inh	-0.1	0.2	0.7	0.0	-0.2	0.5	0.6	3.4
Hck-Nef inh	1	2	7	5	4	27	15	-17
Thrombin inh	-7	2	-1	6	1	-3	9	-6
FXIIa inh 1536	5	15	8	8	6	6	4	·
FXIa inh 1536	-1	10	-3	-2	1	-5	-7	-1
Rad51 HR inh	-2	10	-9	-103	16	-2	6	0

Given with values under each structure: entries from further up
Results follow in this order: KCC2 mod	hK5 inh	TNF death inh	zVAD death inh	Hck-Nef inh	Thrombin inh	FXIIa inh 1536	FXIa inh 1536	Rad51 HR inh
(25) Cc1cc(C)c2c(=O)[nH]c(SCC(=O)N3CCCCC3)nc2n1
    0.3	-33	-0.8	-0.1	1	-7	5	-1	-2
(26) CCCNC(=O)Cn1cnc2sc(C(=O)N3CCN(c4ccc(F)cc4)CC3)c(C)c2c1=O
    -0.44	5	0.0	0.2	2	2	15	10	10

(cont.)
#33 Cc1ccccc1-n1nnnc1SCC(=O)Nc1ccc(S(=O)(=O)N2CCCC2)cc1
#34 C=CCc1c(C)nc2ccc(C(=O)OCC)cc2c1Cl
#35 Cc1ccc2[nH]c(=O)c(CN(C(=O)c3cccc([N+](=O)[O-])c3)C(C)(C)C)cc2c1
#36 COc1cc(CCC(=O)OCC(=O)Nc2ncc(Cl)cc2Cl)cc(OC)c1OC
#37 COC(=O)c1ccc(C23CC4(C2)[C@H](CN(CC2CCCCC2)[C@@H]4c2ccccc2)C3c2ccc(C(F)(F)F)cc2)cc1 (stereo partly specified)
#38 COc1ccc(CN2C(=O)C(O)(CC(=O)c3c(C)n[nH]c3C)c3ccccc32)cc1OC (stereo unspecified)
#39 CCOc1ccc(/C=C(\C#N)C(=O)Nc2cccnc2)cc1
#40 Cc1nc(-c2ccccn2)sc1C(=O)O
entry no.	33	34	35	36	37	38	39	40
KCC2 mod	-0.0012	0.12	-0.12	-0.23	0.14	0.51	0.42	0.98
hK5 inh	-6	4	2	-27	-1	-10	-3	-5
TNF death inh	1.6	2.6	-1.9	-3.1	2.8	-0.9	-1.1	0.5
zVAD death inh	0.2	1.1	-0.2	0.4	0.1	-0.7	1.2	0.8
Hck-Nef inh	1	12	16	0	16	-7	0	15
Thrombin inh	-6	-7	-5	0	-4	-3	-9	7
FXIIa inh 1536	15	9	13	15	6	8	5	3
FXIa inh 1536	2	6	3	0	-2	-5	-3	-8
Rad51 HR inh	-1	-8	·	-6	9	7	-4	·

Single records, from the list above. Values in the order: KCC2 mod	hK5 inh	TNF death inh	zVAD death inh	Hck-Nef inh	Thrombin inh	FXIIa inh 1536	FXIa inh 1536	Rad51 HR inh
Cc1ccc2[nH]c(=O)c(CN(C(=O)c3cccc([N+](=O)[O-])c3)C(C)(C)C)cc2c1 in the list: -0.12	2	-1.9	-0.2	16	-5	13	3	·
COC(=O)c1ccc(C23CC4(C2)[C@H](CN(CC2CCCCC2)[C@@H]4c2ccccc2)C3c2ccc(C(F)(F)F)cc2)cc1 (stereo partly specified) in the list: 0.14	-1	2.8	0.1	16	-4	6	-2	9

Next structures follow:
#41 CC1CCN(S(=O)(=O)c2ccc(C(=O)Nc3nnc(-c4ccccn4)o3)cc2)CC1
#42 O=C(Cn1cc(C(F)(F)F)ccc1=O)Nc1ccc(N2CCOCC2)cc1
#43 O=c1[nH]c2ccccc2cc1-c1noc(-c2cccnc2)n1
#44 CC/C(=N/NC(=O)c1ccc(Br)cc1)c1ccc(OCCN2CCOCC2)cc1
#45 Cc1cc(C)c2c(-n3cccc3)n[nH]c2n1
#46 Cc1ccc(C)c(/C=N/NC(=S)NC(C)C)c1
#47 CCOC(=O)NC(=O)CN1C(=O)NC(C)(c2ccccc2)C1=O (stereo unspecified)
#48 CCOC(=O)C1(CCOC)CCN(Cc2ccncc2)CC1
entry no.	41	42	43	44	45	46	47	48
KCC2 mod	0.018	-0.51	·	-0.29	-0.03	2.4	·	0.011
hK5 inh	-16	1	-7	-2	-5	12	2	·
TNF death inh	-1.0	3.6	-0.6	3.2	-0.5	0.5	-0.9	0.0
zVAD death inh	1.9	1.8	5.6	-0.1	0.3	0.2	-0.1	-0.7
Hck-Nef inh	6	-5	0	2	1	-22	3	9
Thrombin inh	7	-2	3	-1	2	-2	2	-1
FXIIa inh 1536	9	2	23	10	24	11	8	12
FXIa inh 1536	0	-1	8	1	6	21	-2	2
Rad51 HR inh	2	4	3	8	·	·	-9	-3

#49 CCOC(=O)c1c(NC(=S)NCC2CCCO2)sc(C)c1C (stereo unspecified)
#50 COc1cccc(NC(=O)Cn2c(=O)n(-c3ccccc3)c(=O)c3sccc32)c1
#51 Cn1ccnc1SCC(=O)Nc1cccc2ccccc12
#52 CC1(C)CC(=O)C(C(C2=C(O)CC(C)(C)CC2=O)c2ccc(Br)s2)C(=O)C1 (stereo unspecified)
entry no.	49	50	51	52
KCC2 mod	25*	-2.8	-0.16	0.19
hK5 inh	32	-3	38	-25
TNF death inh	2.4	0.2	0.3	-1.5
zVAD death inh	0.0	1.3	1.6	1.0
Hck-Nef inh	19	1	3	4
Thrombin inh	-10	-8	18	-6
FXIIa inh 1536	4	3	32	5
FXIa inh 1536	-2	-4	14	-1
Rad51 HR inh	-5	3	-2	6

A portion of the library, so the mix of outcomes need not match the whole.
